# Compound activity (PubChem)
# p-CIP stab down – lowers stability of the mouse p/CIP coactivator protein; decrease of EGFP signal, % at 10 µM; Q05BA5; 0.01% of 290,000 active; F442A p/CIP-EGFP cells, EGFP fluorescence, 16 h;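 active means EGFP signal decrease of at least 30% at 10 µM or well 3 SD below plate mean, unless failing retest; inactive means the rest, including hits failing retest or dose response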; further: some compounds called inactive have numbers as strong as hits; many of its hits are not listed in these tables
# SUMO HTRF inh – blocks human SUMOylation mediated by UBC9; 0.36% of 290,000 active; HTRF SUMOylation assay, SAE1/SAE2 + UBC9, in vitro; AID 2006; P63279; inhibition, % at 35 µM; in the data active means inhibition above about 50%, passing the limit was not always enough; further: strong numbers were not always called active
# IDE cell activ – IDE (human) activation, cell-based; P14735; HEK cells, FAbeta-B cleavage, fluorescence polarization; 0% vehicle, 100% cell-free pure enzyme wells; activation, % at 5.96 µM; 0.073% of 340,000 active;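 active means activation above the mean of all tested compounds plus 3 SD, set per screening campaign, cut at about 17% in these data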
# Target sequence (P14735 whole entry, looked up): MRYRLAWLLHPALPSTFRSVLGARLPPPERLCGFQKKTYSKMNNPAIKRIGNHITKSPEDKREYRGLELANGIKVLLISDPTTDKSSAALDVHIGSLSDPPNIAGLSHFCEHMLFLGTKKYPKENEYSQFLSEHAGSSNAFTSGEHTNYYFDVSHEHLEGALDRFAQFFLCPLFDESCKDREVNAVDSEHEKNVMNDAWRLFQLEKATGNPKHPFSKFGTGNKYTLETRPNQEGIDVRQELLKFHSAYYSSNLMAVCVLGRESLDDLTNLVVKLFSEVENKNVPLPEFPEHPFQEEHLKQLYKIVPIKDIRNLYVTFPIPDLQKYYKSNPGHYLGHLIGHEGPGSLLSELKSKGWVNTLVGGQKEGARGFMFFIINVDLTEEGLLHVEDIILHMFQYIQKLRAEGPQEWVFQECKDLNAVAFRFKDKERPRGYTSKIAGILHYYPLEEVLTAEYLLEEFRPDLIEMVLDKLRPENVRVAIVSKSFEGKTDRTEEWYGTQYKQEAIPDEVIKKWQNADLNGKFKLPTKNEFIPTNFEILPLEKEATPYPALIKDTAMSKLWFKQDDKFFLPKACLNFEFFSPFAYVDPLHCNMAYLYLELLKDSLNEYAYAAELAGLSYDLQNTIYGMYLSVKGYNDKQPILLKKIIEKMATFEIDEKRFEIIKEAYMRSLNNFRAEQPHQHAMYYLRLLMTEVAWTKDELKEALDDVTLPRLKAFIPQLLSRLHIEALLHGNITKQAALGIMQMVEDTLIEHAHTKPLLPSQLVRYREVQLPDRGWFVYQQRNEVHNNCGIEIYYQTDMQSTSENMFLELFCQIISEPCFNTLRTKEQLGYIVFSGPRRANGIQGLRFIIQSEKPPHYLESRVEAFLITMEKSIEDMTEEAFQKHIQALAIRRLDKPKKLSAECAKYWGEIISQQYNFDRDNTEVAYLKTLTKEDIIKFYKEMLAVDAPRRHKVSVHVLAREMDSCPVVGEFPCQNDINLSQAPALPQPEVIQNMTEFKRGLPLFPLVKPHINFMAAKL
# DNA FID counter – fluorescent intercalator displacement, NS3 helicase counter-screen; inhibition, % at 7.9 µM; DNA fluorescent intercalator displacement, fluorescence; 0.17% of 290,000 active; in the data active means inhibition above about 37%;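 further: 0% = vehicle and 100% = reference compound; higher means more ethidium bromide displaced from hairpin DNA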
# IMP-1 inhibitor – blocks Pseudomonas aeruginosa IMP-1 metallo-beta-lactamase. inhibition, % at 5.6 µM. purified IMP-1, nitrocefin hydrolysis, epi-absorbance fluorescence. 0.45% of 290,000 active;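 active means inhibition above the mean plus 3 SD of all compounds in the same screening run, cut at about 4.5% in these data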;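 further: 0% = IMP-1 with DMSO and 100% = DMSO wells lacking enzyme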
#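 Test system: recombinant IMP-1 enzyme, purified / Medium: HEPES buffer pH 7.1 with ZnSO4 and Brij 35 / Doses: single dose, 5.6 µM / Times: 25 °C, 15 min preincubation, 25 min reaction / Detection: Epi-absorbance via hydrolysed-nitrocefin quenching of white-plate fluorescence, 480/530 nm, EDTA stop / Evaluation: percent inhibition from optical density relative to buffer-blank wells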
# MEKK3 PB1 HTS – MEKK3-MEK5 PB1 interaction, increase or decrease; Q99759; bead-based flow cytometry, Alexa488-MEK5 binding to MEKK3; actives lie on both sides; 0 = blocked by unlabeled MEK5, 100 = vehicle; binding response (% of control), % at 10 µM; 1.4% of 290,000 active;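 active means binding response more than 3 SD above or below the average of its plate-row segment, actives on both sides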;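 further: Alexa488 bead fluorescence after subtracting the streptavidin-only scavenger bead signal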
# NS3 helicase inh – inhibitors of Hepatitis C virus NS3 helicase. NS3 helicase DNA unwinding, Cy5 molecular beacon fluorescence. inhibition, % at 10.9 µM. 0.56% of 290,000 active. AID 1800;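 active means inhibition above the mean of all tested compounds plus 3 SD, set per campaign, cut at about 35% in these data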;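 further: 0% = DMSO wells and 100% = thioflavine S control wells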
#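 System: HCV NS3 helicase fragment; control set: DMSO and thioflavine S; technique: Cy5 fluorescence at 0 and 60 min, beacon hairpin quenching; reagent: beacon DNA duplex substrate plus ATP; replicates: singlicate; schedule: 1 h reaction at 25 °C, ATP-initiated; medium: MOPS buffer pH 6.5 with MgCl2, DTT, Tween20, BSA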
# PHOSPHO1 block – inhibitors of human PHOSPHO1 phosphatase; Q8TCT1; recombinant PHOSPHO1, absorbance phosphatase assay; inhibition, % at 13.3 µM; 1.1% of 290,000 active; AID 1565; in the data active means inhibition above about 60%
# VIM-2 inh – blocks Pseudomonas aeruginosa VIM-2 metallo-beta-lactamase; purified VIM-2, nitrocefin hydrolysis, epi-absorbance fluorescence; inhibition, % at 5.6 µM; 0.89% of 290,000 active; AID 1527;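 active means inhibition above the mean of all tested compounds plus 3 SD, cutoff set per screening run, cut at about 7.5% in these data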;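 further: red hydrolysis product quenches plate fluorescence so inhibitors raise well fluorescence; 0% = enzyme with DMSO and 100% = DMSO without enzyme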
# * marks the source's active call; other numbers are inactive results; x = no result given.
SMILES,p-CIP stab down,SUMO HTRF inh,IDE cell activ,DNA FID counter,IMP-1 inhibitor,MEKK3 PB1 HTS,NS3 helicase inh,PHOSPHO1 block,VIM-2 inh
CCOc1cc(CN2CCCC(N3CCN(c4ccc(F)cc4)CC3)C2)ccc1OC (configuration not stated),-2,-1,-1,9,0.1,98,-10,x,-1.8
N#CCCN(C(=O)COC(=O)c1ccc(CNS(=O)(=O)c2ccc(F)c(Cl)c2)cc1)c1ccc(F)cc1,-3,1,7,-8,-1.7,98,-17,-50,-1.8
O=C(N/N=C/c1c(Cl)nc2ccccn2c1=O)c1cccnc1,-9,21,-3,-3,1.4,98,-5,8,0.3
Cc1cccc(-n2nc3c(c2NC(=O)c2ccco2)CS(=O)C3)c1C (configuration not stated),0,18,-2,-3,-2.7,104,-4,38,-2.1
C/C(NCc1ccccc1)=C(\C#N)C(=O)NCc1ccccc1,5,-6,-1,-20,-2.3,104,-5,8,-2.1
O=C(Cc1ccc(Cl)cc1)NC1CC1,-1,16,10,-1,-3.5,108,0,28,2.5
Cc1n[nH]c(C)c1S(=O)(=O)N1CCOCC1,-4,-11,4,8,-5.3,89,2,-2,-3.5
CN(C)c1ccc(/C=N/NC(=O)C2COc3ccccc3O2)o1 (configuration not stated),3,-2,-4,-20,-2.0,88,6,4,-1.6
Cc1ccc(NC(=S)NC2CC3CCC(C2)N3Cc2ccco2)c(C)c1 (configuration not stated),-10,4,4,5,-1.2,96,-2,-7,-9.2
COc1ccc(C)cc1NC(=S)NN1CCN(C)CC1,1,-3,3,-2,-1.4,100,-11,-8,0.9
S=c1[nH]nc([C@@H]2C[C@H]2c2ccccc2)n1-c1ccccc1Cl,-6,18,0,-24,-3.2,106,-5,-143,3.0
COc1ccccc1C(c1nnnn1C(C)(C)C)N1CCCc2ccccc21 (configuration not stated),-24,3,0,-6,-3.5,x,1,42,-1.5
CCCCC(NC(=O)c1ccccc1)C(=O)OCC(=O)N1c2ccccc2Sc2ccccc21 (configuration not stated),-18,-15,-4,-20,-2.3,96,-3,15,-3.6
Cc1ccc(CCC(=O)Nc2ccccc2C(=O)O)o1,3,2,-1,-1,-1.7,104,0,44,-4.1
O=C(c1cccc(S(=O)(=O)N2CCOCC2)c1)N1CCCc2ccccc21,-2,9,3,-12,-1.0,93,-1,10,-6.7
O=C1CCC(=O)N1c1ccccc1-c1ccccc1,-7,-6,4,1,-1.7,98,5,-7,-0.1
NC1=NC(c2ccc(Cl)cc2)C(C(=O)c2ccccc2)N1 (configuration not stated),-6,7,1,-5,-2.8,92,1,-11,-2.1
O=C(CN(Cc1ccccc1)C(=O)CNS(=O)(=O)c1ccc(F)cc1)NCc1ccco1,9,-4,4,-23,-4.7,101,-10,14,-3.5
Nc1ccccc1-c1nnc(SCc2ccccc2F)[nH]c1=O,-20,19,8,-2,-4.7,88,3,-62,-3.9
CC(C)C1N(S(=O)(=O)c2ccccc2)CCN1S(=O)(=O)c1ccccc1,4,7,5,-18,-0.8,101,0,14,-1.5
COc1ccc(-n2cc(C(=O)Nc3cc([N+](=O)[O-])ccc3OC)c3ccccc3c2=O)cc1,13,5,4,2,-0.6,93,-9,0,-0.5
Cc1ccc(Nc2nc(N)nc(CN3CCN(Cc4ccc5c(c4)OCO5)CC3)n2)cc1,2,-1,3,6,-4.6,109,-10,28,-7.1
Nc1cc(-c2ccc(Br)cc2)nn1Cc1ccccc1,-10,-25,-1,-2,-2.9,90,-7,34,-3.6
Cc1ccccc1N1CC(C(=O)Nc2nnc(SCC(=O)Nc3nccs3)s2)CC1=O (configuration not stated),-1,7,-2,-25,-2.7,102,16,8,-3.2
O=C(NCc1cccc(Br)c1)C1CC(c2ccccc2C(F)(F)F)=NO1 (configuration not stated),9,-37,-3,x,x,89,x,35,x

# Already shown: entries from further up.
SMILES,p-CIP stab down,SUMO HTRF inh,IDE cell activ,DNA FID counter,IMP-1 inhibitor,MEKK3 PB1 HTS,NS3 helicase inh,PHOSPHO1 block,VIM-2 inh
CCOc1cc(CN2CCCC(N3CCN(c4ccc(F)cc4)CC3)C2)ccc1OC (configuration not stated),-2,-1,-1,9,0.1,98,-10,x,-1.8
N#CCCN(C(=O)COC(=O)c1ccc(CNS(=O)(=O)c2ccc(F)c(Cl)c2)cc1)c1ccc(F)cc1,-3,1,7,-8,-1.7,98,-17,-50,-1.8
O=C(N/N=C/c1c(Cl)nc2ccccn2c1=O)c1cccnc1,-9,21,-3,-3,1.4,98,-5,8,0.3
Cc1cccc(-n2nc3c(c2NC(=O)c2ccco2)CS(=O)C3)c1C (configuration not stated),0,18,-2,-3,-2.7,104,-4,38,-2.1
C/C(NCc1ccccc1)=C(\C#N)C(=O)NCc1ccccc1,5,-6,-1,-20,-2.3,104,-5,8,-2.1
O=C(Cc1ccc(Cl)cc1)NC1CC1,-1,16,10,-1,-3.5,108,0,28,2.5
Cc1n[nH]c(C)c1S(=O)(=O)N1CCOCC1,-4,-11,4,8,-5.3,89,2,-2,-3.5
CN(C)c1ccc(/C=N/NC(=O)C2COc3ccccc3O2)o1 (configuration not stated),3,-2,-4,-20,-2.0,88,6,4,-1.6
Cc1ccc(NC(=S)NC2CC3CCC(C2)N3Cc2ccco2)c(C)c1 (configuration not stated),-10,4,4,5,-1.2,96,-2,-7,-9.2
COc1ccc(C)cc1NC(=S)NN1CCN(C)CC1,1,-3,3,-2,-1.4,100,-11,-8,0.9
S=c1[nH]nc([C@@H]2C[C@H]2c2ccccc2)n1-c1ccccc1Cl,-6,18,0,-24,-3.2,106,-5,-143,3.0
COc1ccccc1C(c1nnnn1C(C)(C)C)N1CCCc2ccccc21 (configuration not stated),-24,3,0,-6,-3.5,x,1,42,-1.5
CCCCC(NC(=O)c1ccccc1)C(=O)OCC(=O)N1c2ccccc2Sc2ccccc21 (configuration not stated),-18,-15,-4,-20,-2.3,96,-3,15,-3.6

# Other records follow.
SMILES,p-CIP stab down,SUMO HTRF inh,IDE cell activ,DNA FID counter,IMP-1 inhibitor,MEKK3 PB1 HTS,NS3 helicase inh,PHOSPHO1 block,VIM-2 inh
O=S(=O)(NCc1ccccn1)c1ccccn1,-6,8,1,-11,-2.1,101,2,-2,-2.1
COc1ccc2nc(SCC(=O)Nc3ccc(S(=O)(=O)Nc4onc(C)c4C)cc3)[nH]c2c1,-9,-40,5,-33,-2.8,94,9,-7,-1.3
Cc1ccc(Nc2nnc(SCC(=O)Nc3ncc(S(=O)(=O)c4ccc([N+](=O)[O-])cc4)s3)s2)cc1,-5,2,1,2,-2.5,101,13,-17,-0.4
CCOC(=O)c1cnc2c(c(C)nn2C)c1Oc1ccc(Cl)cc1,-25,0,2,-25,-2.7,104,-4,0,-1.8
Cc1cc(OCC(=O)N2CCC(O)CC2)c2c(C)cc(=O)oc2c1,-4,20,8,1,-2.8,98,21,36,-0.1
Cc1ccc(C(=O)COc2cccc(NC(=O)c3ccco3)c2)cc1,-9,26,1,-16,-3.0,101,6,27,-2.9
COc1ccc(-c2n[nH]c3c2CN(C(=O)c2ccccc2)CC3)cc1,-14,-5,-5,-28,-4.6,99,4,22,-4.0
CCOC(=O)N1CCN(S(=O)(=O)c2ccc3c(c2)SCC(=O)N3)CC1,-8,3,1,-24,-1.9,x,0,13,-2.5
Cc1cc(C)cc(N(C(=O)c2ccc(Br)o2)C2C=CS(=O)(=O)C2)c1 (configuration not stated),-5,9,3,-11,-3.7,95,-6,-8,-2.1
O=S(=O)(c1cc(F)ccc1F)N1CCN(C2CCCCC2)CC1,-12,7,5,-2,-0.5,106,2,x,-0.7
O=C(CN1C(=O)NC2(CCCC2)C1=O)Nc1cccc(-c2nnc3n2CCCCC3)c1,5,-12,-11,-15,-0.3,95,1,-13,0.4
O=C(COc1ncnc2ccccc12)Nc1cc([N+](=O)[O-])ccc1F,-14,26,6,3,-1.3,96,-3,27,0.8
N/C(=N\OC(=O)c1ccc(F)cc1)c1cccc([N+](=O)[O-])c1,-3,4,2,11,-0.2,106,7,30,-1.1
COc1ccc(-c2ncccc2OC(=O)C23CC4CC(CC(C4)C2)C3)cc1OC,-17,4,2,-34,-2.9,103,0,-4,-0.3
COC(=O)c1c(NC(=O)c2cccc([N+](=O)[O-])c2)sc(C(N)=O)c1C,8,14,4,1,-1.4,91,0,-13,-0.7
O=C1COc2ccc(S(=O)(=O)CCC(=O)N3CCN(c4cccc(C(F)(F)F)c4)CC3)cc2N1,-14,-4,5,-49,-1.8,101,0,28,-2.1
Cc1cc(Br)ccc1NC(=S)NC1CCCC1,-2,2,0,-11,-3.0,96,-4,-24,-5.5
Cc1cc(C)c(S(=O)(=O)c2c(C)cccc2C)c(OCC(C)C)n1,-5,-19,1,-9,-2.0,102,-5,14,-0.2
Cc1ccc(OCCN2C(=O)c3ccccc3C2=O)c(C)c1,3,0,5,0,-1.9,100,-8,4,-2.1
COc1ccccc1CN1CC(C(=O)NCCN(C)CCc2ccccc2)CCC1=O (configuration not stated),-6,4,4,6,-1.3,100,-25,56,-1.1
CCCC1(C(=O)OCC)NC(c2ccc(O)cc2)C2C(=O)N(c3ccc4c(c3)OCCO4)C(=O)C21 (configuration not stated),1,4,6,-20,-0.7,110,0,21,-3.0
CCOC(=O)Cc1csc(SCC(=O)NC2CCCC(C)C2C)n1 (configuration not stated),-8,0,3,-18,-3.8,111,-2,-9,-2.1
COC(=O)c1ccc(Cn2nc(-c3ccc(C)c(C)c3)ccc2=O)cc1,-3,8,9,-29,-3.9,100,-3,30,0.0
O=C(Nc1ccc(Oc2cccnc2)cc1)C1CCN(Cc2ccccc2)CC1,-10,16,3,18,-1.9,95,13,28,-2.4
CCN(CC)S(=O)(=O)c1cc(C(=O)Oc2cccc(-c3cnc4ccccc4n3)c2)ccc1Br,-14,-14,-1,3,-2.1,100,0,11,-1.3
O=C(COc1ncnc2ccccc12)N1CCN(C(=O)c2ccco2)CC1,-2,2,4,4,-1.2,96,-8,-28,-4.3
CCOc1ccc(Nc2nc(N)nc(CSC(=S)N3CCOCC3)n2)cc1,8,-4,1,-25,-1.4,98,6,33,1.0
COCCNC(=O)Cn1nc(-c2ccc(C)cc2)c2ccccc2c1=O,-16,-5,3,-30,-2.4,98,5,42,-3.9
CCCOc1ccc([N+](=O)[O-])c(N)c1,2,14,5,-2,-3.0,101,-8,6,-1.7

# A portion of the library (hit frequency here may not be typical).
